Bioassay records from PubChem BioAssay.
TDP-43 yeast inh: inhibitors of TDP-43 toxicity in yeast. TDP-43 expressing yeast growth rescue, BacTiter-Glo, 24 h. Potency, µM (highest dose often 46.1 µM), without a hit: at the highest dose growth rescue (activation), usual class: activators. 410,000 tested, 1.8% active. AID 652104; note: % of control where 0% means no effect; nearly all actives have a fitted effect of over 50% in size
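Yeast cells expressing TDP-43 under galactose induction are exposed to compounds for 24 hr at 30 deg C. BacTiter-Glo luminescence measures growth, so protective compounds score as activators.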
EPAC1 antag: antagonists of human EPAC1 | O95398 | EPAC1 GEF assay, Rap1b-BODIPY-GDP exchange fluorescence | Potency, µM (highest dose often 115 µM), inactives show at the highest dose activity change, negative = inhibition, hits mostly inhibitors | 360,000 tested, 0.14% active | AID 720709;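 note: plate controls were vehicle for no effect and positive control for full effect; nearly all actives have a fitted effect of over 50% in size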
EPAC2 antag: antagonists of human EPAC2. Q8WZA2. EPAC2 GEF exchange of Rap1B-BODIPY-GDP, fluorescence. Potency, µM (doses to about 114 µM), inactives show at the top dose activity, negative = inhibition, usual class: inhibitors. 360,000 tested, 0.18% active. AID 720708; note: % is set by controls: 0 for no effect and ±100 for the full control effect; nearly all actives have a fitted effect of over 45% in size; many of its hits are not listed in these tables
EPAC1 agonist: activates human EPAC1 exchange factor | O95398 | EPAC1 agonist qHTS, biochemical assay; response scale: 100% = response to 6.5 mM cAMP | Potency, µM (top dose mostly 154 µM), for the others: at the top dose activation, actives largely listed as activators | 360,000 tested, 0.073% active | AID 720707; note: nearly all actives have a fitted effect of over 60% in size
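Nucleotide exchange assay: 100 nM EPAC1 with 250 nM Rap1B loaded with BODIPY-GDP and 50 uM GDP, room temperature. Fluorescence (480/540 nm) read every 5 min for 30 min; signal change normalized to 6.5 mM cAMP as full agonist.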
EPAC2 ag: activates human EPAC2 exchange factor | EPAC2 activation, biochemical qHTS; response scale: 100% = 6.5 mM cAMP response | 360,000 tested, 0.079% active | AID 720711 | Potency, µM (top dose mostly 154 µM), without a hit: at the top dose activation, most hits filed as activators; note: nearly all actives have a fitted effect of over 50% in size
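Nucleotide exchange monitored as fluorescence drop when BODIPY-GDP leaves Rap1B. Reaction: 100 nM EPAC2, 250 nM RAP1B-BODIPY-GDP, 50 uM GDP, room temperature, kinetic read over 30 min. Activity expressed relative to 6.5 mM cAMP.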
aSyn yeast inh: inhibitors of alpha-synuclein toxicity in yeast | Yeast expressing alpha-synuclein, growth rescue, BacTiter-Glo, 24 h | Potency, µM (series often up to 46.1 µM), for the others: at the top dose growth rescue (activation), actives largely listed as activators | AID 652106 | 370,000 tested, 0.14% active; note: % of control where 0% means no effect; nearly all actives have a fitted effect of over 65% in size
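Screening used galactose-induced yeast with toxic alpha-synuclein levels, exposed to compound for 24 hr at 30 deg C. Cell growth, read with BacTiter-Glo luminescence, gave the measured signal.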
FUS yeast rescue: rescues growth of FUS-expressing yeast | S. cerevisiae FUS-expressing, growth rescue, OD600, 24 h | 390,000 tested, 0.24% active | AID 1347120 | Potency, µM (top dose mostly 76.6 µM), for inactives: at the top dose growth rescue (activation), usual class: activators;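 note: plate controls were DMSO vehicle for no effect and reference control for full effect; nearly all actives have a fitted effect of over 55% in size; some results filed as inactive show a strong effect at the top dose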
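Toxicity suppression screen in FUS-yeast. Cells induced with 2% galactose, starting OD 0.005, treated 24hr at 30C with compounds at multiple final concentrations; growth by OD600.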
PTHR1 agonist: agonists of human PTHR1 parathyroid hormone receptor; Q03431; HEK293 GP2 PTHR1 cells, GloSensor cAMP luminescence, 1 h; Potency, µM (top dose mostly 115 µM), inactives show at the highest dose activation, usual class: activators; 410,000 tested, 0.075% active; AID 743266; note: nearly all actives have a fitted effect of over 55% in size; some results filed as inactive show a strong effect at the top dose; inactives centre near -15; many of its hits are not listed in these tables
Target sequence (Q03431 whole entry, looked up): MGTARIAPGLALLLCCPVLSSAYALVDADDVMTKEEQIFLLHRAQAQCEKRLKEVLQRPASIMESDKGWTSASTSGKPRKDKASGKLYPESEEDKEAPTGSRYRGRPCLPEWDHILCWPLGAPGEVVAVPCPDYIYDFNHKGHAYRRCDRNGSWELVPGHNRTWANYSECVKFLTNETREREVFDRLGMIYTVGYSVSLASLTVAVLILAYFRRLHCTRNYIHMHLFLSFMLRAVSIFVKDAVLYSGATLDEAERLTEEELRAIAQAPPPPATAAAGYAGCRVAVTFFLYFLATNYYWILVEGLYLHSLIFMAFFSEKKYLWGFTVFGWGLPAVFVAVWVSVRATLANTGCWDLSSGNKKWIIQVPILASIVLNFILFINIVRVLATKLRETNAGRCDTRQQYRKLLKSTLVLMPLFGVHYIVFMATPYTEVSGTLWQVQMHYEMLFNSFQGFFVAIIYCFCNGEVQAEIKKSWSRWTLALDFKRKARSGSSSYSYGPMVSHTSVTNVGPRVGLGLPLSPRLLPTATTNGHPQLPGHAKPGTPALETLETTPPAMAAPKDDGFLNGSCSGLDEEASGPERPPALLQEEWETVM
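HEK-293-derived GP2 cells expressing PTHR1 and a GloSensor cAMP reporter, 3,000/well, plated overnight, given luciferin plus IBMX (each 0.5 mM as added) for 1 h at 37 °C, then compound for 1 h at 37 °C. Luminescence was read after 15 min at room temperature.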
An asterisk follows results filed as active; i = inactive; u = inconclusive; x = not tested or not shown; & = joins results of further samples; [ ] = another dose, or the depositor's remark. Calls come from the whole dose curve; as a rule, active = well fitted curve in the direction sought with a large enough effect; inconclusive = small, poorly fitted or top-dose-only effect, or another doubt; inactive = no such curve, though single readings can be large; an effect the other way counts as inactive or inconclusive. Potency is the fitted concentration of half-maximal effect. Only part of the results is shown; count on the stated rates, not on these rows.

SMILES | TDP-43 yeast inh | EPAC1 antag | EPAC2 antag | EPAC1 agonist | EPAC2 ag | aSyn yeast inh | FUS yeast rescue | PTHR1 agonist
O=C(CCC(=O)Nc1ccc(F)cc1)N/N=C/c1cccs1 | 0% | 14% | 12% | -7% | -2% | 1% | 28% | i
COc1ccc([C@@H]2[C@@H]3C(=O)N(C(C)(C)C)C(=O)[C@@H]3[C@]3(Cc4ccccc4)C(=O)N(c4cccc(C)c4)C(=O)N23)cc1 | -7% | -7% | 6% | -26% | -9% | -7% | 28µM* | -16%
Cc1cccc(C2=NN(c3ccccc3)[C@@H](C(=O)N3CCOC3=O)[C@@H]2c2ccccc2)c1 | 13% | -2% | 5% | -7% | 7% | u | 23% | i
O=C(CSc1ncn[nH]1)Nc1nnc(-c2ccccc2)s1 | -13% | 0% | -3% | -17% | 2% | -2% | -5% | i
O=C(N/N=C/c1ccc(Cl)cc1)c1sccc1OCc1ccc(F)cc1 | 0% | 0% | -5% | 7% | 4% | -6% | 7% | -7%[57.5 µM]
COc1ccc(C(=O)CSc2nnc(-c3cnccn3)n2Cc2ccco2)cc1 | -13% | -2% | 3% | 0% | 11% | 7% | u | 26%[57.5 µM]
CCOc1ccc(C(C)NC(=O)c2cc(=O)[nH]c3ccccc23)cc1OCC (configuration not stated) | 0% | 4% | -1% | -3% | 4% | -1% | -4% | -3%
CCC1CCCCN1C(=O)CSc1nnc(N)s1 (configuration not stated) | -19% | -5% | -4% | 1% | 3% | -3% | 12% | i
Cc1ccc(NC(=O)C2CCN(C(=O)NCc3ccccc3)CC2)cc1C | -4% | 18% | 2% | 8% | 6% | 1% | -16% | -13%
Cc1cc(NC(=O)COC(=O)[C@H](Cc2ccccc2)NC(=O)c2ccco2)no1 | -5% | -19% | 0% | 3% | 6% | 0% | 32% | -1%
O=C1C(Cl)=C(N2CCOCC2)C(=O)N1c1cccc(Cl)c1 | u | -19% | 9% | -1% | 3% | -8% | x | -9%
O=C1NC[C@@H](Cc2ccc(O)cc2)N(CCCCC2CCCCC2)C1=O | -12% | -15% | -8% | -6% | 2% | -10% | 17% | -34%
CCCn1nnnc1NC(=O)COc1ccc(Cl)cc1C | u | 0% | -2% | -1% | 10% | u | x | i
O=C(Nc1ccccc1F)c1ccccc1-c1ccccc1 | 5% | -1% | 7% | -2% | 6% | 3% | x | i
Cc1ccc(S(=O)(=O)N2CCCCC2)cc1NC(=O)CSc1ccc2c(c1)OCCO2 | 2% | -29% | 0% | 13% | 9% | -1% | 41% | i
COc1ccc(CCN(C)C(=O)c2c(C)nn(-c3ccccc3)c2C)cc1OC | 7% | -6% | 10% | -12% | -1% | 7% | 12% | i
COc1ccc(CCNC(=O)Cc2ccc(Cl)cc2)cc1OC | 20% | -9% | 1% | 3% | 5% | -7% | -5% | -5%
S=C(NCCc1ccccn1)NC1CC2CCC1C2 (configuration not stated) | -4% | 11% | -10% | 6% | 13% | -9% | 24% | 16%
CC1CCCN(c2nc(-c3cccnc3)nc3scc(-c4ccccc4)c23)C1 (configuration not stated) | u | 12% | -8% | 9% | 5% | -8% | 27% | -39%
CCOC(=O)c1c(-c2ccc(OC)cc2)csc1NC(=O)CCN1C(=O)c2ccccc2C1=O | -3% | -4% | -15% | 5% | 5% | 12% | u | i
CCOCCCNC(=O)c1cc2c(=O)[nH]c3ccccc3c2n1C | -22% | x | x | x | x | -8% | -10% | i
CN(CC(=O)Nc1ccc(S(=O)(=O)N2CCCC2)cc1)Cc1c(F)cccc1Cl | 14% | -2% | -2% | 6% | 12% | -8% | 23% | -16%
CCn1c(C)cc(/C=C2/SC(=S)N(CC(=O)O)C2=O)c1C | 10% | 0% | -27% | 16% | 0% | 1% | -4% | -42%[inhibitor]
Cc1ccc(NC(=O)CCc2nc3ccccc3[nH]2)cc1C | -11% | -3% | -8% | 4% | 5% | 5% | 6% | 6%
CN(C(=O)CN1C(=O)C2C3CC(C(Br)C3Br)C2C1=O)C1CCCCC1 (configuration not stated) | -7% | -23% | -15% | 8% | 6% | 3% | 20% | i
O=S(=O)(/N=C(/Nc1ccccc1F)c1ccccc1)c1ccccc1 | 18% | -18% | 5% | 10% | 11% | -2% | -35% | -12%
CCCC(c1nnnn1C(C)(C)C)N1CCN(Cc2ccccc2OC)CC1 (configuration not stated) | -17% | 8% | 3% | 9% | 4% | -2% | 22% | -10%
O=C(/C=C/c1ccccc1)NCC(=O)N/N=C/c1ccccc1[N+](=O)[O-] | -1% | -30% | 3% | 3% | -1% | -1% | 7% | -2%
CCOC(=O)C1CCCCN1Cc1ccc(F)cc1 (configuration not stated) | -9% | -3% | 0% | -6% | 1% | 4% | -1% | -21%[57.5 µM]
COc1cccc(C(O)c2nc(-c3ccccc3OC)cs2)c1 (configuration not stated) | 22µM* | -13% | -4% | 2% | 29% | u | 11% | -21%
O=C(NCc1ccco1)C1CCCN(S(=O)(=O)c2cnc[nH]2)C1 (configuration not stated) | 14% | 9% | 10% | -3% | 9% | 0% | -17% | i
Cc1[nH]n(-c2ccccc2)c(=O)c1C=Nc1ccc(S(=O)(=O)Nc2nccs2)cc1 | -12% | -11% | -12% | -3% | -2% | -7% | 0% | u
Cc1ccc(/C=C(\NC(=O)c2ccc(C)cc2)c2nc(=S)[nH][nH]2)cc1 | 20µM* | -22% | -18% | 3% | 24% | 28% | 37% | i
O=C(CN1C(=O)CCC1=O)NCC12CC3CC(CC(C3)C1)C2 | 0% | 0% | 3% | 0% | 2% | -3% | 1% | i
CCCCNC(=O)CN1C(=O)NC2(CCOc3ccccc32)C1=O (configuration not stated) | -25% | 0% | 7% | -2% | 0% | 0% | 8% | i
CC(=O)Nc1ccc(S(=O)(=O)n2nc(C)cc2C)cc1 | 0% | -3% | 1% | 12% | 5% | 2% | 18% | -1%
C=CCN=C(NC#N)SCC(=O)NC(C)(C)C | 24% | -1% | 1% | 5% | 0% | 5% | -22% | -6%
O=C1NC(=O)C([N+](=O)[O-])=C(O)C1=O | 16% | 11% | 8% | -10% | 2% | 7% | 4% | i
CCc1nnc(NC(=O)c2ccc(NC(=O)C(C)C)cc2)s1 | 0% | -7% | -12% | 14% | 7% | 5% | -36% | -16%
CCN(C(=O)CSc1nncn1-c1ccccc1)c1c(N)n(Cc2ccccc2)c(=O)[nH]c1=O | -17% | -7% | -2% | 4% | -1% | -6% | x | -5%
Cc1ccc(C(=O)CC2(O)C(=O)N(C)c3ccccc32)o1 (configuration not stated) | 11% | -6% | -5% | -11% | 8% | 5% | 11% | i
O=C(COc1cccc(C(F)(F)F)c1)Nc1cccc(S(=O)(=O)NC2=NCCCCC2)c1 | 5% | -16% | -4% | -14% | 4% | -2% | 38% | i
COc1cccc(OC)c1NC(=O)C1CCCN1C(=O)NCc1ccccc1 (configuration not stated) | 2% | 4% | -1% | -1% | -1% | 3% | -3% | i
Cc1cc(N2CCOCC2)nc2ccc(NC(=S)N3CCN(Cc4ccccc4)CC3)cc12 | 4% | -15% | 2% | 19% | 1% | -9% | 16% | -5%
N#Cc1ccc(OCC(=O)NCC2(N3CCCCC3)CCCCC2)cc1 | 1% | 4% | 2% | 13% | 9% | -1% | 21% | -9%
[O-][n+]1onc2c1CCc1nnc(-c3ccccc3)cc1-2 | 7% | -5% | 3% | -7% | 4% | -1% | x | i
CC1=CC2=NC(=O)CC(C)(C(=O)N(CC(=O)NC3CCCC3)c3cc(C)cc(C)c3)N2C=C1 (configuration not stated) | 4% | -2% | -6% | 1% | -4% | 2% | 5% | i
Cc1cccn2c(=O)c3cc(C(=O)NCCN4CCOCC4)c(=N)n(CCCN4CCOCC4)c3nc12 | -20% | 5% | -5% | 5% | 15% | u | 35% | 30%
CCCCCc1c2c(cc(O)c1C(=O)O)OC(=O)c1c(cc(OC)cc1C(=O)CCCC)O2 | -2% | 50µM* | 50µM* | -11% | -6% | -8% | -16% | -47%[inhibitor]
Cc1cc(NC(=O)Cn2ccsc2=N)c([N+](=O)[O-])cc1C | -5% | -22% | -4% | 0% | 10% | 5% | 0% | -17%
(more compounds)
SMILES | TDP-43 yeast inh | EPAC1 antag | EPAC2 antag | EPAC1 agonist | EPAC2 ag | aSyn yeast inh | FUS yeast rescue | PTHR1 agonist
CC(=O)Nc1ccc(S(=O)(=O)N2CCN(c3ccc(C(C)=O)cc3)CC2)cc1 | x | -3% | 4% | -3% | 4% | x | -3% | i
CCCCCCSc1ccc(-c2nc3cnccn3c2NCCCC)cc1 | u | -27% | -18% | -13% | -15% | -36%[inhibitor] | u | -61%[inhibitor]
CN(C)CCN1C(=O)c2oc3ccc(F)cc3c(=O)c2C1c1ccncc1 (configuration not stated) | 12% | 9% | -4% | 3% | -6% | 2% | -17% | -25%
COc1ccccc1N(CC(=O)NCCSc1ccc(Cl)cc1)S(C)(=O)=O | -7% | -4% | -1% | 2% | 3% | 11% | 12% | i
O=C(CCl)N1CCN(S(=O)(=O)c2ccc3ccccc3c2)CC1 | 21% | -22% | -2% | 0% | -1% | 5% | -9% | -32%[inhibitor]
CCOc1ccc(NC2=CC(=O)CC(c3ccco3)C2)cc1 (configuration not stated) | 12% | -6% | 2% | 5% | 12% | -5% | -9% | -24%
Cc1nn(C(=O)c2cccc([N+](=O)[O-])c2C)c(C)c1S(=O)(=O)N1CCCCCC1 | 8% | x | x | x | x | -7% | -19% | -45%[inhibitor]
CCCCNC(=S)N1CCN(c2ccccc2Cl)CC1 | 13µM* | -13% | -2% | 1% | 18% | 2% | -19% | -1%
C=CCc1cccc2cc(C(=O)Nc3ccc(F)cc3)c(=O)oc12 | 21%&11% | -1% | -8% | 2% | -16% | 0% | -3% | -9%
CCOC(=O)c1sc2nc(-c3ccccc3)ccc2c1N | -6% | 10% | 4% | -1% | 6% | 0% | u | -15%

An excerpt from above in order of molecular weight, rising:
SMILES | TDP-43 yeast inh | EPAC1 antag | EPAC2 antag | EPAC1 agonist | EPAC2 ag | aSyn yeast inh | FUS yeast rescue | PTHR1 agonist
O=C(CN1C(=O)CCC1=O)NCC12CC3CC(CC(C3)C1)C2 | 0% | 0% | 3% | 0% | 2% | -3% | 1% | i
CCOCCCNC(=O)c1cc2c(=O)[nH]c3ccccc3c2n1C | -22% | x | x | x | x | -8% | -10% | i
Cc1nn(C(=O)c2cccc([N+](=O)[O-])c2C)c(C)c1S(=O)(=O)N1CCCCCC1 | 8% | x | x | x | x | -7% | -19% | -45%[inhibitor]
